PGC1a acetyl inh: inhibitors of PGC1a acetylation signal, primary screen, cell-based, U2OS, AlphaScreen, inhibitor mode; AlphaScreen anti-acetyl-lysine; with virally co-expressed GCN5 acetyltransferase; inhibition, % at 15.6 µM; 0.17% of 350,000 active;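 active = every replicate shows inhibition of at least 40%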;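 note: 0% = neutral control wells and 100% = positive control wells; some results beyond the cut were filed as inactive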
FN deposit inh: inhibitors of fibronectin matrix deposition, primary screen, AH1F cells, Alexa488-fibronectin fluorescence, plate reader; AH1F fibroblasts, overnight; inhibition, % at 12.6 µM; 0.086% of 350,000 active; AID 743247, 2014;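 active = mean inhibition across replicates of 30% or more, regardless of how many single replicates reach that level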;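 note: positive control wells lacked labelled fibronectin entirely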
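Assay system: AH1F fibroblasts assembling fluorescent fibronectin matrix; Amount: 10000 AH1F cells per well; Buffer or medium: DMEM, 2% serum; Probe or stimulus: Alexa488-fibronectin, 24 nM final in well; Doses: single compound dose, delivered by pin transfer; Incubation: 1 h adhesion, overnight exposure; Measured by: fluorescence 485/525 nm; Read-out: fibronectin deposition inhibition.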
PAX8 reporter: inhibitors of PAX8-driven TPO luciferase reporter, primary screen, RMG-I cells, single concentration | SteadyGlo, 24 h | inhibition, % at 12.6 µM | 1.2% of 360,000 active | AID 652154, 2013;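 active = mean replicate inhibition at least 60% with every replicate also reaching 60%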;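 note: luciferase light reporting Pax8 driven TPO promoter activity; plate controls were median of neutral control wells for no effect and mitoxantrone controls for full effect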
EWS-Fli block: EWS/Fli-driven NR0B1 reporter inhibitors, primary screen, A673 cells, NR0B1 luciferase, luminescence, MLPCN library; AID 651661, 2012; inhibition, % at 12.6 µM; viability-normalised; 0.67% of 350,000 active;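 active = mean inhibition of at least 50% after viability correction, with every replicate also passing that limit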;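 note: firefly luciferase signal divided by Alamar Blue viability fluorescence both relative to DMSO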
CASP6 VEID inh: human caspase-6 inhibitors, primary screen, biochemical, VEID-R110 fluorescence, single point, set 2. inhibition, % at 12.5 µM. P55212. 0.53% of 350,000 active. purified caspase-6, Z-VEID-R110 cleavage fluorescence. AID 686996, 2013;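 active = mean inhibition across replicates at least about 35%, with every replicate also reaching that limit, limit read from the data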;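 note: 0% = median of neutral control wells and 100% = no fluorescence left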
Target sequence (P55212 24-179 limits assumed): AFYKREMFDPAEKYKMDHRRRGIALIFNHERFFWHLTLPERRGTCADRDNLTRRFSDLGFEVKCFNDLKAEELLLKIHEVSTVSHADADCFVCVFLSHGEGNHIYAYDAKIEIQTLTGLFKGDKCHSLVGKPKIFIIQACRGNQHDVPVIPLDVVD
Target sequence (P55212 194-293 limits assumed): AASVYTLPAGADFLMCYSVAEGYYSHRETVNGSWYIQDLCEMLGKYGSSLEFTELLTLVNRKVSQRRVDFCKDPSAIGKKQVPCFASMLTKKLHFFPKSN
LGR2 antag: inhibitors of bursicon-induced LGR2 CRE-luciferase signal, primary screen, cell-based, HEK293, CRE-luciferase reporter, bursicon stimulation | bursicon-stimulated, 4 h | 0.35% of 380,000 active | inhibition, % at 9.99 µM | Drosophila bursicon receptor LGR2 (rickets);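 active = drop in luminescence signal, shown as inhibition above about 50% in the replicate tests, limit read from the data, passing the limit was not always enough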;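 note: agonist challenge used bursicon conditioned medium at about half maximal strength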
Cneo AK release: Cryptococcus neoformans cell lysis inducers, primary screen, AK release luminescence, single concentration; C. neoformans lysis, adenylate kinase release luminescence, 4 h; normalised: neutral wells 0, clomiphene wells 100; lysis activity, % at 15 µM; 0.2% of 360,000 active; AID 651654, 2012;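 active = mean lysis activity across replicates of at least 80%, whatever share of replicates individually reach that level; inactive = mean lysis activity below 80%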
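Assay system: log-phase C. neoformans yeast / Quantity: yeast cell density of 5 × 10^6 cells/mL / Medium: fresh YPD growth medium / Compound: single dose / Timing: static 4 h at 37 °C with compound, 1 h detection / Measured by: adenylate kinase release luminescence / Read-out: lysis from increased AK signal / Benchmarks: Clomiphene as positive lysis control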
miR-122 sensor: miR-122 Renilla sensor signal increase in Huh7, primary screen, miR-122 inhibitor project, cell-based, single point, plate reader; Huh7 miR-122 Renilla luciferase sensor, 48 h; neutral wells = 0, positive control = 100; activation (reporter increase), % at 12.5 µM; 0.3% of 340,000 active;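 active = mean replicate activation score at least 90 and every replicate individually at or above 90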;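 note: higher luciferase means less miR-122 activity so hits act as miR-122 inhibitors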
* = called active by the depositor; x = not tested or not shown; [ ] = dose if it differs, or a comment.

SMILES | PGC1a acetyl inh | FN deposit inh | PAX8 reporter | EWS-Fli block | CASP6 VEID inh | LGR2 antag | Cneo AK release | miR-122 sensor
COc1ccc(C2CC(=O)Oc3cc4c(cc32)OCO4)cc1 (configuration not stated) | 5.4 | -3.3 | -15.3 | -10.4 | 2.4 | 5.2 | 0.2 | -7.3
C[C@@H]1CN([C@H](C)CO)C(=O)c2cccc(NS(=O)(=O)c3cccs3)c2O[C@@H]1CN(C)CC1CC1 | -2.7 | x | -7.9 | 0.6 | -0.5 | 12.6 | -2.2 | 2.8[16.7 µM]
COc1ccc(S(=O)(=O)N2CCC(NC(=O)C3CCCCC3)CC2)cc1 | x | 3.8 | -2.0 | 5.7 | -1.9 | -11.1 | -0.1 | -1.7
c1cc(CN2CCCCC2)cc(OCCCNc2nc3ccccc3s2)c1 | x | 0.3 | -4.4 | 2.3 | x | -23.1 | -0.1 | -4.2
CCc1cccc(NC(=O)C2CCCN(S(=O)(=O)c3cccnc3)C2)c1 (configuration not stated) | -2.7 | -9.1 | -1.2 | x | -3.2 | 0.6 | 42.3 | 11.7
O=C(C[C@H]1C=C[C@@H](NC(=O)CN2CCOCC2)[C@@H](CO)O1)NC1CCCCC1 | 1.7 | 8.8 | 6.2 | -5.6 | 3.5 | -9.8 | -4.4 | x
O=c1cc(CN2CCN(c3ccccc3)CC2)c2ccccc2o1 | -9.1 | -7.5 | -5.7 | -15.0 | 1.8 | 3.7 | -1.9 | 8.9
CCCNC(=O)C[C@@H]1CC[C@H]2[C@@H](COc3ccc(NC(=O)c4cccc(OC)c4)cc3C(=O)N2C)O1 | -1.1 | -5.8 | 3.3 | 2.5 | -2.2 | -20.5 | -7.6 | -4.9[16.7 µM]
O=C(Cn1ccc([N+](=O)[O-])n1)N1CCCc2ccccc21 | 2.8 | x | x | -88.4 | 2.7 | -27.0 | -1.3 | 1.4
COc1ccccc1C(CNC(=O)C1CC(=O)N(Cc2ccc(C)cc2)C1)N1CCCC1 (configuration not stated) | 15.4 | -9.6 | -3.5 | -1.5 | -118.7 | 10.4 | -0.3 | -6.5
C#CC1(NC(=O)NC(=O)c2c(F)cccc2F)CCCCC1 | x | 2.2 | 6.3 | 2.1 | -2.3 | -4.4 | x | x
O=C(NCC1CCCO1)c1cc2n(n1)C(C(F)(F)F)CC(c1ccc(F)cc1)N2 (configuration not stated) | x | -10.8 | 5.2 | x | x | x | 0.2 | 44.2
CC(=O)Nc1ccc(NC(=O)COC(=O)Cc2c[nH]c3ccccc23)cc1 | -9.4 | -2.7 | 3.7 | x | x | 13.2 | -0.5 | -3.5
O=C(C1CC1)N1CC(=O)N2[C@H](C1)[C@H](c1ccc(C#Cc3cccc(F)c3)cc1)[C@@H]2CO | 6.0 | 8.0 | 68.6* | 2.2 | 1.4 | 10.7 | x | x
COc1ccc(OC)c(-n2c(-c3ccc(C)cc3)n[nH]c2=S)c1 | -69.8 | -10.1 | 17.9 | x | x | x | -1.8 | 7.3
COc1ccc(C(=O)C(=O)N2CCN(S(=O)(=O)c3cccc4c(N(C)C)cccc34)CC2)cc1OC | x | 8.4 | -11.4 | -7.5 | -0.1 | -15.2 | x | x
O=C(CCN1C(=O)COc2ccccc21)N1CCCCC1 | 14.1 | 10.4 | x | x | x | -17.3 | 0.9 | -9.2
Cc1ccccc1-c1ccc([C@H]2[C@H]3CN(C(=O)Nc4cccc(F)c4)CC(=O)N3[C@H]2CO)cc1 | -6.6 | -7.6 | x | -8.7 | x | -22.4 | x | x
O=C(CN(Cc1ccccc1Cl)C(=O)c1ccc(CN2CCOCC2)o1)NCc1ccccc1 | -2.8 | -1.1 | x | x | x | 43.2 | x | -2.2
CC=Cc1ccc2n(c1=O)C[C@@H]1[C@@H](CO)[C@H](C(=O)Nc3ccccc3)[C@H]2N1C(=O)CC1CC1 (mixture of isomers) | 0.2 | x | 10.3 | 13.0 | -0.4 | -9.2 | 51.9 | 3.3[16.7 µM]
Cc1nn(C)c(C)c1Nc1ccc(N2C(=O)C3CC=CCC3C2=O)cc1[N+](=O)[O-] (configuration not stated) | 9.4 | 2.4 | 9.3 | 5.7 | 5.6 | 6.3 | -0.6 | 0.0
O=C1NC(=O)C2(CCCc3ccccc32)N1 (configuration not stated) | 1.9 | 1.9 | 10.8 | x | -9.5 | 0.4 | 2.3 | -2.1
COc1cccc(C(=O)Nc2ccc3c(c2)C(=O)N(C)C[C@@H](OC)[C@@H](C)CN(C(C)=O)[C@@H](C)CO3)c1 | -24.7 | -7.8 | 5.7 | 8.5 | -1.0 | -4.8 | -3.3 | x
O=C(NC1CCCC1)C1CCN(c2cnccn2)CC1 | 3.6 | -2.1 | -4.9 | -8.1 | -2.2 | 7.0 | x | x
Cc1noc(C)c1NC(=O)Nc1ccc2c(c1)C(=O)N([C@@H](C)CO)C[C@@H](C)[C@@H](CN(C)Cc1ccc3c(c1)OCO3)OCCCC[C@H](C)O2 | 8.6 | -17.9 | 2.2 | -1.9 | x | -7.2 | -1.6 | 10.2[16.7 µM]
CC(NC(=O)Cc1ccccc1[N+](=O)[O-])c1ccccc1 (configuration not stated) | x | -9.6 | -7.4 | -10.8 | -0.1 | -4.8 | x | x
COc1ccc(CCN(Cc2cc3cc(C)ccc3[nH]c2=O)C(C)=O)cc1OC | x | 5.8 | -40.3 | -2.8 | -3.7 | -9.0 | x | x
COc1ccccc1C(=O)Nc1ccc2c(c1)OC[C@@H](C)N(C)C[C@@H](C)[C@H](OC)CN(C)C2=O | 0.7 | 11.3 | 26.0 | 8.9 | 3.7 | 4.9 | -2.5 | 41.0[16.7 µM]
C[C@@H]1CN([C@H](C)CO)C(=O)Cc2cc(NC(=O)Nc3ccccc3)ccc2O[C@@H]1CN(C)S(=O)(=O)c1cn(C)cn1 | 1.1 | x | -29.7 | -7.3 | 1.7 | 13.1 | 0.2 | 7.1[16.7 µM]

Part of the list above in order of SMILES length, low to high.
SMILES | PGC1a acetyl inh | FN deposit inh | PAX8 reporter | EWS-Fli block | CASP6 VEID inh | LGR2 antag | Cneo AK release | miR-122 sensor
O=C1NC(=O)C2(CCCc3ccccc32)N1 (configuration not stated) | 1.9 | 1.9 | 10.8 | x | -9.5 | 0.4 | 2.3 | -2.1
O=C(NC1CCCC1)C1CCN(c2cnccn2)CC1 | 3.6 | -2.1 | -4.9 | -8.1 | -2.2 | 7.0 | x | x
O=C(CCN1C(=O)COc2ccccc21)N1CCCCC1 | 14.1 | 10.4 | x | x | x | -17.3 | 0.9 | -9.2
O=c1cc(CN2CCN(c3ccccc3)CC2)c2ccccc2o1 | -9.1 | -7.5 | -5.7 | -15.0 | 1.8 | 3.7 | -1.9 | 8.9
CC(NC(=O)Cc1ccccc1[N+](=O)[O-])c1ccccc1 (configuration not stated) | x | -9.6 | -7.4 | -10.8 | -0.1 | -4.8 | x | x
COc1ccc(OC)c(-n2c(-c3ccc(C)cc3)n[nH]c2=S)c1 | -69.8 | -10.1 | 17.9 | x | x | x | -1.8 | 7.3
CCc1cccc(NC(=O)C2CCCN(S(=O)(=O)c3cccnc3)C2)c1 (configuration not stated) | -2.7 | -9.1 | -1.2 | x | -3.2 | 0.6 | 42.3 | 11.7
COc1ccc(CCN(Cc2cc3cc(C)ccc3[nH]c2=O)C(C)=O)cc1OC | x | 5.8 | -40.3 | -2.8 | -3.7 | -9.0 | x | x
O=C(CN(Cc1ccccc1Cl)C(=O)c1ccc(CN2CCOCC2)o1)NCc1ccccc1 | -2.8 | -1.1 | x | x | x | 43.2 | x | -2.2
Cc1ccccc1-c1ccc([C@H]2[C@H]3CN(C(=O)Nc4cccc(F)c4)CC(=O)N3[C@H]2CO)cc1 | -6.6 | -7.6 | x | -8.7 | x | -22.4 | x | x
C[C@@H]1CN([C@H](C)CO)C(=O)c2cccc(NS(=O)(=O)c3cccs3)c2O[C@@H]1CN(C)CC1CC1 | -2.7 | x | -7.9 | 0.6 | -0.5 | 12.6 | -2.2 | 2.8[16.7 µM]
CC=Cc1ccc2n(c1=O)C[C@@H]1[C@@H](CO)[C@H](C(=O)Nc3ccccc3)[C@H]2N1C(=O)CC1CC1 (mixture of isomers) | 0.2 | x | 10.3 | 13.0 | -0.4 | -9.2 | 51.9 | 3.3[16.7 µM]

Bioassay records from PubChem.
